UBC13 inh: human UBC13 polyubiquitination inhibition | UBC13 polyubiquitin chain formation, TR-FRET | hit rate 0.47% among 330,000 | AID 485273 | inhibition, % at 20 µM; in the data active = inhibition above about 45%, passing the limit was not always enough
Target sequence (P61088 whole entry, looked up): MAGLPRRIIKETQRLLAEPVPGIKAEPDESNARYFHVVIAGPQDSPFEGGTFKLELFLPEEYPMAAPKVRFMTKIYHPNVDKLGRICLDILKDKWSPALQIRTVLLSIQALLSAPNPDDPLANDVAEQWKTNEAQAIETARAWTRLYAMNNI
697 NFkB inh: lowers PMA/ionomycin-induced NF-kB signal in 697 B cells; hit rate 0.33% among 330,000; AID 435022; 697 B-cell NF-kB luciferase reporter, 16 h; inhibition, % at 4 µM; in the data active = inhibition above about 35%
EBI2 antag: EBI2 (human) antagonism; AID 651636; EBI2 beta-arrestin recruitment, luminescence, 7a,25-OHC stimulated; hit rate 0.81% among 360,000; inhibition, % at 5 µM; in the data active = inhibition above about 38%;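 note: enzyme fragment complementation signal reports receptor beta-arrestin coupling in cells; 0% = agonist plus DMSO wells and 100% = wells without agonist; some results beyond the cut were filed as inactive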
Target sequence (P32249 whole entry, looked up, the tested form may be a part): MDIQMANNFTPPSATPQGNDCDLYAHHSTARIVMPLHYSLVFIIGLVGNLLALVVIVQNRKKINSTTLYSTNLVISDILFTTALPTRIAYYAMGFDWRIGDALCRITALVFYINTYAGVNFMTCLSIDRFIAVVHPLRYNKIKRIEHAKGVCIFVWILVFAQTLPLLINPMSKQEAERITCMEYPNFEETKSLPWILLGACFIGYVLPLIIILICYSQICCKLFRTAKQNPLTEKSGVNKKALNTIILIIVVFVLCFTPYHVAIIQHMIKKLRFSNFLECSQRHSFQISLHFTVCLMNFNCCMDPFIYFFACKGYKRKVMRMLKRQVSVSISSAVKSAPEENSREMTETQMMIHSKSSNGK
Jurkat NFkB inh: lowers PMA/ionomycin-induced NF-kB signal in Jurkat cells; PMA/ionomycin-induced NF-kB luciferase reporter, luminescence; inhibition, % at 4 µM; AID 435003; hit rate 0.53% among 330,000; in the data active = inhibition above about 50%
APJ antag: APJ receptor antagonism; P35414; CHO-K1 APJ beta-arrestin complementation, luminescence; inhibition, % at 20 µM; hit rate 0.32% among 330,000;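 active = inhibition above about 40% at 20 µM, limit read from the data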;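 note: cells challenged with 10 nM apelin-13 agonist together with compound; plate controls were apelin-13 plus DMSO wells for no effect and DMSO wells lacking apelin-13 for full effect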
CXCR6 block: inhibitors of human CXCR6 receptor; O00574; CHO-K1 PathHunter CXCR6 beta-arrestin, luminescence; inhibition, % at 20 µM; hit rate 0.36% among 360,000; AID 602244; in the data active = inhibition above about 34%, passing the limit was not always enough;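 note: antagonist mode with CXCL16 agonist at 10 nM final; 0% = 10 nM CXCL16 with DMSO and 100% = unstimulated wells without agonist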
CCR6 antagonist: blocks CCL20-driven beta-arrestin recruitment at human CCR6; P51684; CHO-K1 CCR6 PathHunter beta-arrestin, luminescence, CCL20-stimulated; inhibition, % at 20 µM; hit rate 0.49% among 340,000; AID 493098;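 active = compounds whose inhibition of the agonist-driven luminescence signal at 20 µM reaches about 50%, limit read from the data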;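 note: cells stimulated with CCL20 at 14 nM final; plate controls were DMSO with CCL20 for no effect and DMSO without agonist for full effect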
Target sequence (P51684 whole entry, looked up): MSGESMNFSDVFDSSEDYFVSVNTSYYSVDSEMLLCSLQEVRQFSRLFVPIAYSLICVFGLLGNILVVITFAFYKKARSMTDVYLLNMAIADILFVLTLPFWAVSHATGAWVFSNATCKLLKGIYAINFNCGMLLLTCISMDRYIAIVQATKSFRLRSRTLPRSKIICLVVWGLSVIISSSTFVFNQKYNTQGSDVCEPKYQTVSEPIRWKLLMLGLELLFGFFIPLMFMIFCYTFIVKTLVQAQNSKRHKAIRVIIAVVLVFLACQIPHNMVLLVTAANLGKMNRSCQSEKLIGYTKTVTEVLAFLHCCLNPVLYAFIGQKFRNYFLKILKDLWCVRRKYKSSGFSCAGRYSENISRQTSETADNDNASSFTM
Gli-Sufu antag: antagonists of Gli-Sufu signaling | Sufu-KO-LIGHT fibroblasts, Gli luciferase reporter luminescence | inhibition, % at 5 µM | hit rate 0.74% among 340,000;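 active = inhibition above about 55%, limit read from the data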;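 note: 0% = DMSO-treated cells and 100% = wells with medium but no cells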
Active calls of the source: *; / = no result given. Outcome played no part in choosing rows. About 3% of those tested had a hit in this group.

SMILES | UBC13 inh | 697 NFkB inh | EBI2 antag | Jurkat NFkB inh | APJ antag | CXCR6 block | CCR6 antagonist | Gli-Sufu antag
Cc1ccc2c(-c3ccc([N+](=O)[O-])cc3)cc(=O)[nH]c2c1 | 8 | -28 | -2 | 2 | -4 | -2 | 13 | 2
CCCC(=O)N1CCN(c2nc3ccc(Cl)cc3s2)CC1 | 2 | -132 | 7 | -70 | -4 | -5 | 12 | -25
CCC1=C(OC(=O)N(CC)CC)N2C(=O)OC(=NCC(=O)OC)[C@]2(C)[C@H]2C1=CC[C@H]1C(=O)N(C)C(=O)[C@H]12 | 5 | 16 | -23 | 3 | 5 | -14 | 3 | 0
Cc1c(NC(=O)C(C)Sc2ccc3ccccc3n2)c(=O)n(-c2ccccc2)n1C (centres undefined) | 7 | -2 | 3 | -7 | 11 | 7 | -1 | -5
COc1ccc(-n2c(C)nc3sc4c(c3c2=O)CCC4)cc1 | -10 | -15 | 6 | 6 | -8 | 6 | 11 | 16
CN(C)c1cccc(C(=O)NCc2ccccc2)c1 | 12 | 15 | -10 | -11 | 14 | -10 | 6 | -18
CCC(C)NC(=O)c1ccccc1NC(=O)CN1C(=O)c2ccccc2S1(=O)=O (centres undefined) | 6 | 17 | -10 | 12 | 5 | -6 | 8 | 0
Cc1cc(C)nc(SCc2nnc(SCC(=O)Nc3c(C)cccc3C)o2)n1 | -1 | 3 | 2 | -7 | 8 | -2 | -8 | 19
COc1cccc(NC(=O)c2ccco2)c1 | -16 | -88 | -5 | -46 | 0 | 5 | -5 | -37
CC(=O)c1ccc(N2CCN(c3ccc4cc(S(=O)(=O)N5CCC(C)CC5)ccc4n3)CC2)cc1 | 10 | -43 | -30 | 24 | 14 | -1 | 6 | 17
CCOC(=O)Cn1nc(C)n(-c2ccc(Br)cc2)c1=O | -17 | -1 | -5 | -3 | -12 | 2 | 1 | -11
O=S1OCCN1c1ccccc1 (centres undefined) | -1 | -16 | -12 | 2 | 11 | -11 | -6 | -22
COc1ccccc1N1CCN(C(=O)CSc2nnc3c4ccccc4nc(Cc4ccccc4)n23)CC1 | -12 | -14 | / | -7 | 14 | / | / | /
C=CCn1c(SCC(=O)Nc2ccc(NC(=O)c3ccco3)c(OC)c2)nnc1-c1ccncc1 | -26 | -48 | -17 | 0 | -12 | -9 | -29 | 1
CC1=C/C(=N\NC(=O)c2ccc(O)cc2)CC1 | 3 | 18 | -4 | 4 | 14 | -1 | 5 | -13
CC(C)(C)c1nc(SCC(=O)Nc2ccc3c(c2)OCCO3)c2ccccc2n1 | 3 | -7 | 10 | 5 | 1 | 2 | 4 | -2
Cn1c(=O)oc2cc(S(=O)(=O)Nc3ccc(F)cc3)ccc21 | -2 | 17 | -13 | 1 | 7 | -3 | 11 | 7
CCN(CC)CCCNC(=O)CCC(=O)Nc1ccc2nc(N3CCC(C)CC3)cc(C)c2c1 | 12 | -14 | 7 | -28 | -15 | -1 | 8 | 5
Cc1nc2cc(N3CCCCC3)c(NC(=O)c3ccncc3)cc2c(=O)n1Cc1ccc(Cl)cc1 | -8 | -35 | / | -20 | -14 | / | / | /
COCCNC(=O)C(OC(=O)c1ccco1)c1ccccc1F (centres undefined) | 5 | 18 | -21 | 6 | 15 | -3 | 2 | 13
CCOc1ccc(C(C)=O)cc1N1C(=O)C2C3C=CC(C3)C2C1=O (centres undefined) | 8 | -9 | -9 | -16 | 9 | -7 | 2 | 2
Cc1cc(C)cc(C(=O)Nc2ccc(NC(=O)c3cccs3)cc2)c1 | 3 | 10 | 4 | 7 | -16 | 4 | 5 | 16
Cc1ccc(CN2CCC(n3nccc3NC(=O)CCCc3ccccc3)CC2)o1 | -6 | -25 | 6 | -6 | -27 | 7 | -4 | 12
Cc1cc(OCC(=O)N(C)Cc2ccccc2)cc(C)c1Cl | 3 | -19 | 87* | -3 | 5 | -1 | 14 | 28
N#CCCN1CCN(S(=O)(=O)c2ccc(S(=O)(=O)N3CCOCC3)cc2)CC1 | 1 | 17 | 0 | 3 | -44 | -1 | 0 | -2
COc1ccc(C(C)NC(=O)CCc2ccccc2)cc1 (centres undefined) | 9 | 11 | 1 | 27 | 12 | -8 | 0 | -18
COc1ccc(N(C)C(=O)Cc2c(C(=O)O)[nH]c3ccccc23)cc1 | 6 | 10 | -5 | 0 | -7 | 0 | 13 | -7
COc1ccccc1CN1C(=O)C(=O)N(Cc2cccc(C)c2)C1=O | 7 | 19 | 0 | 1 | -10 | 8 | -9 | 1
Oc1ccc(Cl)cc1C=NN1CCCCCC1 | / | / | 2 | / | / | -3 | 19 | -16
O=C(CSc1ccccn1)NC1CCCC1 | 4 | 17 | / | 6 | -19 | / | / | /
CC(=O)Nc1ccc(-n2nnnc2SCC(=O)NC2CCCC2)cc1 | -5 | 12 | -1 | 0 | -3 | -25 | -9 | 28
COc1ccccc1C1NC(c2ccccc2OC)C(C)C(=O)C1C (centres undefined) | 4 | -13 | 7 | -1 | 16 | 2 | 5 | 17
Cc1ccc(O)c(C(=O)c2cnc3onc(-c4ccc(F)cc4)c3c2)c1 | -9 | -22 | 0 | -2 | -15 | -3 | 10 | 2
COc1ccc(NC(=O)CN(C)C(=O)c2ccc(N3CCCCCC3)c([N+](=O)[O-])c2)cc1 | -23 | 16 | -2 | -7 | 2 | 13 | 24 | 22
Cc1ccc(/C=C2/Sc3ccc(C(=O)NCc4ccccn4)cc3NC2=O)cc1 | 3 | 0 | 13 | 22 | 3 | 8 | 9 | -14
Cc1[nH]nc(SCC(=O)NC(C)c2ccccc2)c1[N+](=O)[O-] (centres undefined) | 3 | 2 | 1 | 16 | 12 | 9 | 4 | 5
CCC(C)(C(=O)NC1CCCCC1)N(C(=O)C1CCC(=O)N1)c1ccccc1 (centres undefined) | 3 | 11 | 1 | -5 | -16 | -3 | 1 | 0
CCc1ccc(NC(=O)C(=O)NCC2CCCN2S(=O)(=O)c2ccccc2)cc1 (centres undefined) | 4 | -4 | -2 | 11 | -3 | -2 | 20 | -1
CSc1nnc(C)c(/C=C/Nc2ccc(F)cc2F)n1 | -5 | 10 | 0 | 17 | -9 | -4 | 21 | 5
CCN(CC)S(=O)(=O)c1ccc(NC(=O)COC(=O)CNC(=O)C2CCCCC2)cc1 | -1 | -7 | 5 | 22 | 16 | -4 | -1 | -12
COC(=O)c1ccc(NC(=O)C[n+]2ccccc2C)cc1 | 1 | 1 | -14 | -9 | -2 | 1 | 9 | -1
CC1CC(C)CN(CC(=O)N2CCCc3c2c(=O)oc2ccc(OCc4ccccc4)cc32)C1 (centres undefined) | 4 | 9 | 10 | 7 | 8 | 27 | 14 | 0
CC1CCN(C(=O)c2cc3c(=O)n4ccccc4nc3s2)CC1 | 13 | -27 | -11 | -52 | -4 | -2 | -5 | -23
O=C(Cn1cc([N+](=O)[O-])cn1)NCc1cc2ccccc2[nH]1 | -7 | -32 | -25 | 14 | -28 | -7 | 4 | -3
COc1ccccc1NC(=O)CN(Cc1ccco1)C(=O)c1ccc(Cl)nc1 | -4 | 10 | -2 | 3 | 2 | 6 | 0 | -13
Cc1ccc([N+](=O)[O-])cc1NC(=O)CN(C(=O)c1ccc(Cl)cc1)C1CCCCC1 | 3 | 8 | 19 | -10 | 11 | 6 | 10 | 12
Cc1ccc(C)c(N(CC(=O)NC2CCCC2)C(=O)c2oc(C(C)(C)C)cc2C)c1 | 1 | 3 | 27 | 19 | 18 | 10 | 28 | 19
COc1ccc(N(CC(=O)Nc2ccccc2C(=O)NCc2ccco2)S(C)(=O)=O)cc1 | -5 | -8 | -2 | -16 | 28 | 3 | 0 | 4

Another view of 14 compounds above.
SMILES	UBC13 inh	697 NFkB inh	EBI2 antag	Jurkat NFkB inh	APJ antag	CXCR6 block	CCR6 antagonist	Gli-Sufu antag
COc1ccc(NC(=O)CN(C)C(=O)c2ccc(N3CCCCCC3)c([N+](=O)[O-])c2)cc1	-23	16	-2	-7	2	13	24	22
Cc1ccc(/C=C2/Sc3ccc(C(=O)NCc4ccccn4)cc3NC2=O)cc1	3	0	13	22	3	8	9	-14
Cc1[nH]nc(SCC(=O)NC(C)c2ccccc2)c1[N+](=O)[O-] (centres undefined)	3	2	1	16	12	9	4	5
CCC(C)(C(=O)NC1CCCCC1)N(C(=O)C1CCC(=O)N1)c1ccccc1 (centres undefined)	3	11	1	-5	-16	-3	1	0
CCc1ccc(NC(=O)C(=O)NCC2CCCN2S(=O)(=O)c2ccccc2)cc1 (centres undefined)	4	-4	-2	11	-3	-2	20	-1
CSc1nnc(C)c(/C=C/Nc2ccc(F)cc2F)n1	-5	10	0	17	-9	-4	21	5
CCN(CC)S(=O)(=O)c1ccc(NC(=O)COC(=O)CNC(=O)C2CCCCC2)cc1	-1	-7	5	22	16	-4	-1	-12
COC(=O)c1ccc(NC(=O)C[n+]2ccccc2C)cc1	1	1	-14	-9	-2	1	9	-1
CC1CC(C)CN(CC(=O)N2CCCc3c2c(=O)oc2ccc(OCc4ccccc4)cc32)C1 (centres undefined)	4	9	10	7	8	27	14	0
CC1CCN(C(=O)c2cc3c(=O)n4ccccc4nc3s2)CC1	13	-27	-11	-52	-4	-2	-5	-23
O=C(Cn1cc([N+](=O)[O-])cn1)NCc1cc2ccccc2[nH]1	-7	-32	-25	14	-28	-7	4	-3
COc1ccccc1NC(=O)CN(Cc1ccco1)C(=O)c1ccc(Cl)nc1	-4	10	-2	3	2	6	0	-13
Cc1ccc([N+](=O)[O-])cc1NC(=O)CN(C(=O)c1ccc(Cl)cc1)C1CCCCC1	3	8	19	-10	11	6	10	12
Cc1ccc(C)c(N(CC(=O)NC2CCCC2)C(=O)c2oc(C(C)(C)C)cc2C)c1	1	3	27	19	18	10	28	19

Remaining list, next part
SMILES | UBC13 inh | 697 NFkB inh | EBI2 antag | Jurkat NFkB inh | APJ antag | CXCR6 block | CCR6 antagonist | Gli-Sufu antag
O=C(Nc1ccccc1Cl)N1CCN(c2ccccn2)CC1 | 2 | 26 | 0 | 1 | 2 | 3 | 7 | -2
CC(=O)NCC(=O)NNC1CC(=O)N(c2cccc(Cl)c2)C1=O (centres undefined) | -3 | -19 | -12 | -14 | -11 | 2 | 2 | 3
O=C(CN1CCN(S(=O)(=O)c2ccc(F)cc2)CC1)Nc1cc(C(F)(F)F)ccc1Cl | -1 | -4 | 16 | -1 | -3 | -3 | 15 | 7
Cn1c(=O)c(Sc2ccccc2)c(O)c2ccccc21 | 31 | 17 | -3 | 9 | -11 | 5 | 0 | 3
CCCCn1c(N)c(N(CC(C)C)C(=O)c2oc3ccc(Br)cc3c2C)c(=O)[nH]c1=O | -11 | -2 | -3 | -17 | -52 | 1 | 1 | -5
O=C(CCC(=O)N1CCN(S(=O)(=O)c2ccc3ccccc3c2)CC1)NCC(F)(F)F | -5 | 11 | -5 | -6 | 3 | 2 | 0 | -5
Cc1c(CN2CCN(c3cccc(C(F)(F)F)c3)CC2)c(=O)n(-c2ccccc2)n1C | -1 | -23 | -4 | 4 | 3 | -1 | 13 | -11
O=C(NC1CCCCCC1)c1cccc(S(=O)(=O)N2CCOCC2)c1 | -7 | -3 | 1 | -22 | 0 | 3 | 1 | 0
Cc1cccc(CN(CC(=O)N/N=C/c2ccco2)S(=O)(=O)c2ccc(Cl)cc2)c1 | 4 | 1 | -3 | 6 | 17 | -4 | 5 | 2
COc1ccc(NC(C)=O)cc1NC(=O)c1ccc2ccccc2c1 | 7 | 18 | 1 | 12 | 7 | -1 | 14 | -8

3 structures out of the list, ordered by molar mass, rising.
SMILES | UBC13 inh | 697 NFkB inh | EBI2 antag | Jurkat NFkB inh | APJ antag | CXCR6 block | CCR6 antagonist | Gli-Sufu antag
Cc1ccc2c(-c3ccc([N+](=O)[O-])cc3)cc(=O)[nH]c2c1 | 8 | -28 | -2 | 2 | -4 | -2 | 13 | 2
CCCC(=O)N1CCN(c2nc3ccc(Cl)cc3s2)CC1 | 2 | -132 | 7 | -70 | -4 | -5 | 12 | -25
Cc1cccc(CN(CC(=O)N/N=C/c2ccco2)S(=O)(=O)c2ccc(Cl)cc2)c1 | 4 | 1 | -3 | 6 | 17 | -4 | 5 | 2

Source: PubChem
